# Tb hexokinase = blocks Trypanosoma brucei hexokinase 1 activity | recombinant TbHK1, G6PDH-coupled NADH A340 | inhibition, % at 10 µM | hit rate 0.11% among 220,000;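 active = inhibition of 50% or more in the single-dose primary screen; inactive = inhibition below 50%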
# FXIIa inh 1536 = blocks human coagulation factor XIIa protease activity | P00748 | purified FXIIa, Boc-QGR-AMC fluorogenic substrate, 2 h | inhibition, % at 5 µM | hit rate 0.3% among 220,000 | AID 800; in the data active = inhibition above about 40%;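 also: 0% = enzyme with no compound and 100% = blank without enzyme; many of its hits are not listed in these tables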
# Target sequence (P00748 20-372 limits assumed): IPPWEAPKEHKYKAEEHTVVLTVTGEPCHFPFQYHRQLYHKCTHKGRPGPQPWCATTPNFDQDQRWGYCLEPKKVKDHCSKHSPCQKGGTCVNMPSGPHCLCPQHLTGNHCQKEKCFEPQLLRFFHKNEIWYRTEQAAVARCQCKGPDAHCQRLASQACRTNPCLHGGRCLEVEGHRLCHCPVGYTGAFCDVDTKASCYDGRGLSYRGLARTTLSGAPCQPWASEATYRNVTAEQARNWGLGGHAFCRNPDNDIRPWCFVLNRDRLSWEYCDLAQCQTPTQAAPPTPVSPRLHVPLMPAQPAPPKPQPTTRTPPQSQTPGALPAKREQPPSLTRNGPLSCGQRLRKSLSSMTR
# Target sequence (P00748 373-615 limits assumed): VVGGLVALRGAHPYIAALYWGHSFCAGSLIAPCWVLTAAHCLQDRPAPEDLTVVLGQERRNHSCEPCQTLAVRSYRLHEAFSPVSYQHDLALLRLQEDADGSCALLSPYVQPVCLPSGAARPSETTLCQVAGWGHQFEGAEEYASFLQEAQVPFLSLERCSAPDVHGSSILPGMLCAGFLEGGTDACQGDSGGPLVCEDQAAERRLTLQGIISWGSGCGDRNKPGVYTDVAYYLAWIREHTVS
# PGE2 EP2 inh = EP2 receptor (human) inhibition; P43116; C6 glioma cells expressing human EP2, cAMP TR-FRET; cells stimulated with saturating PGE2; inhibition, % at 25 µM; hit rate 0.52% among 260,000; AID 1422;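 active = percent inhibition above 40 after rounding to a whole number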;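 also: rat C6 glioma host cells with rolipram phosphodiesterase inhibitor present; the protocol text gives 20 µM as final concentration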
# Target sequence (P43116 whole entry, looked up): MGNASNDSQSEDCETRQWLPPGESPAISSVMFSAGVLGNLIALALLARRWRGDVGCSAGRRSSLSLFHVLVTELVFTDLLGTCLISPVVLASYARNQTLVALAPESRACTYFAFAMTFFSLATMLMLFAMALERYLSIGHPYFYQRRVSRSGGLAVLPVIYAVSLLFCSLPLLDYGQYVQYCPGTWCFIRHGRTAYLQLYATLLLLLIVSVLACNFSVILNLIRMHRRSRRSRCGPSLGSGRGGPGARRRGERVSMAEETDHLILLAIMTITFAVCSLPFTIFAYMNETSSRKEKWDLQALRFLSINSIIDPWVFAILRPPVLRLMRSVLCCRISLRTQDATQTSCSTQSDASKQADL
# Wee1 stabilizer = inhibitors of human Wee1 degradation; AID 1321; hit rate 1.2% among 220,000; HeLa Luc-Wee1K328M stability, luciferase luminescence; 100% = proteasome inhibitor MG132 effect; P30291; reporter increase, % at 5 µM;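 active = activation above the mean of all tested compounds plus 3 SD, set per screening run, cut at about 8.8% in these data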;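 also: cells exposed to compound for 20 h before luminescence read; 0% = DMSO alone and 100% = MG132 at 30 µM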
# CHOP inh = blocks CHOP induction under ER stress; CHO-K1 CHOP-promoter luciferase, tunicamycin-induced, 15-18 h; inhibition, % at 10 µM; hit rate 3.8% among 220,000;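 active = compounds that reduced the stress-induced luciferase reporter signal by more than about 70% of percent inhibition, limit read from the data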;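 also: 0% = tunicamycin plus vehicle and 100% = wells without tunicamycin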
# L929 necroptosis = L929 zVAD cell death inhibition | L929 zVAD necroptosis rescue, ATP luminescence, 24 h; with zVAD 60 µM | viability rescue, % at 10 µM | hit rate 0.38% among 220,000 | AID 1377;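 active = activation, scaled between plate controls, above about 75%, limit read from the data; inactive = activation under that limit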;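 also: 0% = zVAD with DMSO and 100% = DMSO alone without zVAD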
# TNF necrop inh = blocks TNF-alpha induced death of Jurkat FADD-/- cells. hit rate 0.068% among 220,000. Jurkat FADD-/- TNF necroptosis rescue, ATP luminescence, 24 h; 0 = TNF only, 100 = no-TNF cells. AID 463075. activation (protection from cell death), % at 10 µM;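 active = activation, meaning protection from cell death, of at least 50% relative to plate controls; inactive = activation below 50%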;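 also: necroptosis triggered by 40 ng/mL TNF-alpha added together with compound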
# FXIa inh = factor XIa (human) inhibition. P03951. purified FXIa, Boc-Glu-Ala-Arg-AMC fluorogenic substrate. hit rate 0.14% among 220,000. AID 798. inhibition, % at 5 µM;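 active = inhibition of at least 40%; inactive = inhibition below 40%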;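 also: fluorescence of freed AMC excited at 355 nm; 0% = enzyme without compound and 100% = no enzyme blank; many of its hits are not listed in these tables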
# PPC-1+TRAIL kill = compounds killing PPC-1 cancer cells with TRAIL present (potentiator screen, no TRAIL-free arm); PPC-1 cells + TRAIL, ATPLite viability luminescence; cell killing (% activity), % at 4 µM; hit rate 0.41% among 220,000; AID 1443;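 active = cell killing above 50% in the first pass at 4 µM, then a duplicate retest at 5 µM averaging 50% or more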;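 also: plate controls were cells with TRAIL plus DMSO for no effect and medium-only wells lacking cells for full effect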
# Numbers without * were called inactive; nt = not tested or not shown; & = joins results of further samples; [ ] = another dose, or the depositor's remark. An excerpt; the hit share may differ from the screen's.
Structure	Tb hexokinase	FXIIa inh 1536	PGE2 EP2 inh	Wee1 stabilizer	CHOP inh	L929 necroptosis	TNF necrop inh	FXIa inh	PPC-1+TRAIL kill
O=c1c2ccccc2nnn1CSc1nnc2ccccn12	-2	11	8	-1	24	-0.1	-0.3	-2	-3
CCOC(=O)c1ccc(NC(=O)CCSCCc2ccccn2)cc1	-1	4	7	6	15	2.1	-0.2	-5	-9
Cc1cccc(/C=N/NC(=O)c2ccc(Br)cc2)c1	0	-4	5	-1	-4	0.5	0.3	-5	10
Cc1ccc2nc(Nc3ccc4[nH]c(=O)[nH]c4c3)c(-n3nc(C)cc3C)nc2c1	-4	5	7	0	104*	0.1	-6.1	0	26
Cc1ccccc1S(=O)(=O)NC1=NCCCCC1	5	2	5	-1	-4	0.8	-0.9	3	21
Cc1cccc(N2C(=O)CC(N3CCN(Cc4ccc(Cl)cc4)CC3)C2=O)c1 (stereo not given)	-5	4	10	4	7	-0.4	1.4	-1	9
CCCC1=NCCn2cccc21	-16	11	9	-4	-22	0.0	-0.1	0	-25
Cc1ccccc1Nc1nc(N)nc(CSc2nnc(C)n2C)n1	-1	5	11	4	-8	0.8	0.1	-1	14
COc1ccc(N2CCN(C(=O)c3cccc(Cn4cc(Cl)cn4)c3)CC2)cc1	-7	9	13	-2	33	-0.2	-1.8	0	12
CCCC(=O)Nc1nnc(SCC(=O)NCc2ccco2)s1	-2	7	11	2	-7	0.7	0.4	-1	16
Cc1cc(Br)cc2cn[nH]c12	-2	8	10	0	24	57	-0.3	-3	-3
O=C(CN1CCc2ccccc2C1)NCc1ccco1	-9	-2	8	-2	-17	0.1	-0.6	2	12
CN=C(Cc1ccccc1)C1=C(O)CC(C)(C)CC1=O	-4	13	3	4	5	53	87*	5	14
O=C(Cn1c(=O)sc2ccccc21)Nc1ccc2c(c1)OCCO2	2	25	11&9	2	-7	0.3	0.1	16	12
O=C(Nc1nc(-c2ccc(Cl)cc2Cl)cs1)c1ccc(OCC2CCCO2)cc1 (stereo not given)	-5	1	6	-3	51	0.4	-2.3	2	19
CCN(CC)C(=O)C1CCN(S(=O)(=O)c2ccc(-n3cnnn3)cc2)CC1	3	6	7	7	-2	0.1	-0.3	-6	3
CCOc1ccc(S(=O)(=O)n2nc(C)cc2C)c2ccccc12	6	-4	8	-1	65	2.2	0.0	-7	13
CCN(C(=O)COC(=O)/C=C/c1c(C)nn(-c2ccccc2)c1C)C1CCS(=O)(=O)C1 (stereo not given)	-15	26	4	3	15	-0.2	0.8	43*	10
Cc1nnc(NC(=O)C2CCCCC2)s1	1	-1	3	0	-11	0.1	1.5	-4	8
COc1ccc(CNc2nc(S(=O)(=O)c3ccccc3)c(Cl)s2)cc1OC	-6	10	6	1	27	0.6	-5.1	6	-9

Structure	Tb hexokinase	FXIIa inh 1536	PGE2 EP2 inh	Wee1 stabilizer	CHOP inh	L929 necroptosis	TNF necrop inh	FXIa inh	PPC-1+TRAIL kill
Nc1nnc(C(c2ccccc2)c2ccccc2)s1	-4	0	15	-1	24	-0.4	-2.0	-6	-4
C=C(C)c1cccc(C(C)(C)NC(=O)N2CCN(C)CC2)c1	6	1	14	-1	-2	-0.7	0.4	5	20
O=C(Cc1ccccc1)Nc1ccc(NC(=O)c2ccco2)nc1	-5	7	13	3	-26	2.0	2.0	-4	10
CCOc1ccc(N2C(=O)CC(Sc3nc(CC(C)C)ccc3C#N)C2=O)cc1 (stereo not given)	-12	10	8	0	-5	13	1.0	2	0
COc1ccc(Nc2cc(C)nc(N)n2)cc1	-19	5	2	3	10	0.9	0.6	-2	8
CCOc1ccccc1NC(=O)C1CC(=O)n2ncnc2N1 (stereo not given)	-1	26	4	-1	1	-0.1	-0.6	7	-7
CN(C)CCOCCOc1ccccc1-c1ccccc1	0	14	4	-1	-9	-0.1	-1.9	2	8
C=C1C2C[C@H](O)C(C)(C)[C@@]2(O)[C@H](O)C[C@]23C[C@@](C)(O)[C@H](CC[C@H]12)[C@H]3O (stereo not given in full)	3	4	17	-3	6	2.8	1.1	-4	20
COC(=O)COc1ccc2c(=O)c(-c3ccccc3OC)coc2c1	-10	7	11	5	-23	6.0	-0.6	-3	9
CC1(C)CN(c2ccc(F)cc2)C1=O	2	13	6	-1	11	0.0	0.5	0	14
COc1ccccc1-c1c(C)nn2c(NCCN3CCCC3)cc(C)nc12	-6	18	13	1	-2	-1.0	-0.9	17	4
Clc1ccccc1CSc1ncccn1	4	20	-1	-1	9	0.2	-1.9	6	13[5 µM]
COc1nc(OCCNS(=O)(=O)c2ccc(C)cc2)nc(N(C)C)n1	-9	11	5	4	-5	-0.2	1.3	3	0
CC(=O)Oc1ccc(Oc2ccc(-c3noc(C)n3)cc2)cc1	-3	10	6	-1	nt	0.2	-10	4	-14
Cc1ccc(-n2cnc3sc(C)c(C)c3c2=O)cc1	2	1	6	-1	-7	0.9	1.5	-4	18
CC1(C)Cc2cccc(OCC(=O)N3CCN(c4ccc([N+](=O)[O-])cc4)CC3)c2O1	-8	9	0	-2	30	-0.2	0.7	4	5
CC1=C(C(=O)Nc2ccccn2)C(c2cn(C)nc2C)C2=C(CCCC2=O)N1 (stereo not given)	-8	8	3	2	5	1.1	-0.3	-1	30
CCOC(=O)c1cc(-c2cccc([N+](=O)[O-])c2)n[nH]1	-2	-5	9	0	4	1.2	-1.3	-3	3
CC1(C)Cc2c(C#N)c(N3CCN(C(=O)c4ccccc4)CC3)nc(-c3ccco3)c2CS1	-3	-2	9	15*	30	0.3	-1.0	1	8
CC(=O)Nc1ccc(S(=O)(=O)Nc2nc3ccccc3nc2N2CCCCCC2)cc1	-12	14	14	2	5	-0.4	-0.7	2	17

# Reformatted with values under each structure: 15 of the compounds above.
# Sequence of screens – Tb hexokinase | FXIIa inh 1536 | PGE2 EP2 inh | Wee1 stabilizer | CHOP inh | L929 necroptosis | TNF necrop inh | FXIa inh | PPC-1+TRAIL kill
- CCOc1ccccc1NC(=O)C1CC(=O)n2ncnc2N1 (stereo not given)
  -1 | 26 | 4 | -1 | 1 | -0.1 | -0.6 | 7 | -7
- CN(C)CCOCCOc1ccccc1-c1ccccc1
  0 | 14 | 4 | -1 | -9 | -0.1 | -1.9 | 2 | 8
- C=C1C2C[C@H](O)C(C)(C)[C@@]2(O)[C@H](O)C[C@]23C[C@@](C)(O)[C@H](CC[C@H]12)[C@H]3O (stereo not given in full)
  3 | 4 | 17 | -3 | 6 | 2.8 | 1.1 | -4 | 20
- COC(=O)COc1ccc2c(=O)c(-c3ccccc3OC)coc2c1
  -10 | 7 | 11 | 5 | -23 | 6.0 | -0.6 | -3 | 9
- CC1(C)CN(c2ccc(F)cc2)C1=O
  2 | 13 | 6 | -1 | 11 | 0.0 | 0.5 | 0 | 14
- COc1ccccc1-c1c(C)nn2c(NCCN3CCCC3)cc(C)nc12
  -6 | 18 | 13 | 1 | -2 | -1.0 | -0.9 | 17 | 4
- Clc1ccccc1CSc1ncccn1
  4 | 20 | -1 | -1 | 9 | 0.2 | -1.9 | 6 | 13[5 µM]
- COc1nc(OCCNS(=O)(=O)c2ccc(C)cc2)nc(N(C)C)n1
  -9 | 11 | 5 | 4 | -5 | -0.2 | 1.3 | 3 | 0
- CC(=O)Oc1ccc(Oc2ccc(-c3noc(C)n3)cc2)cc1
  -3 | 10 | 6 | -1 | nt | 0.2 | -10 | 4 | -14
- Cc1ccc(-n2cnc3sc(C)c(C)c3c2=O)cc1
  2 | 1 | 6 | -1 | -7 | 0.9 | 1.5 | -4 | 18
- CC1(C)Cc2cccc(OCC(=O)N3CCN(c4ccc([N+](=O)[O-])cc4)CC3)c2O1
  -8 | 9 | 0 | -2 | 30 | -0.2 | 0.7 | 4 | 5
- CC1=C(C(=O)Nc2ccccn2)C(c2cn(C)nc2C)C2=C(CCCC2=O)N1 (stereo not given)
  -8 | 8 | 3 | 2 | 5 | 1.1 | -0.3 | -1 | 30
- CCOC(=O)c1cc(-c2cccc([N+](=O)[O-])c2)n[nH]1
  -2 | -5 | 9 | 0 | 4 | 1.2 | -1.3 | -3 | 3
- CC1(C)Cc2c(C#N)c(N3CCN(C(=O)c4ccccc4)CC3)nc(-c3ccco3)c2CS1
  -3 | -2 | 9 | 15* | 30 | 0.3 | -1.0 | 1 | 8
- CC(=O)Nc1ccc(S(=O)(=O)Nc2nc3ccccc3nc2N2CCCCCC2)cc1
  -12 | 14 | 14 | 2 | 5 | -0.4 | -0.7 | 2 | 17

# (further entries)
Structure	Tb hexokinase	FXIIa inh 1536	PGE2 EP2 inh	Wee1 stabilizer	CHOP inh	L929 necroptosis	TNF necrop inh	FXIa inh	PPC-1+TRAIL kill
O=[N+]([O-])c1ccccc1N(CC1CO1)S(=O)(=O)c1ccccc1 (stereo not given)	1	3	2	-3	-7	-2.7	-2.7	-5	nt
COc1cc2c(=O)n(CCC(=O)NCC3CCCO3)c(=O)n(CC(=O)c3ccc(Cl)cc3)c2cc1OC (stereo not given)	-10	10	4	1	-3	0.7	0.4	0	8
CC1CCC(NC(=O)CCNC(=O)c2ccccc2)CC1 (stereo not given)	-3	1	8	-1	-13	-0.2	1.1	-1	0
Cn1c(=O)c2c(nc(NC3CCCCC3)n2CC(O)COc2ccccc2)n(C)c1=O (stereo not given)	-4	8	7	1	19	-0.1	-3.9	-4	-4
COc1ccc(OCCCCOc2ccccc2Cl)cc1	7	13	13	-3	26	0.6	-1.6	3	22
Cc1nn(Cc2ccc(C(=O)Nc3nc4c(C)cccc4s3)o2)c(C)c1Br	-20	14	11	0	59	1.2	0.0	3	30
Cc1ccc(Cl)cc1N1CCN(C(=O)Cc2c(C(=O)O)[nH]c3ccc(Cl)cc23)CC1	6	9	5	-2	5	3.0	0.2	-1	12
CCC(=O)Nc1ccccc1C(=O)OCC(=O)Nc1ccc(S(N)(=O)=O)cc1	1	-3	4	0	1	-0.6	-1.8	-1	12
c1ccc2nc(N3CCN(Cc4ccc5c(c4)OCO5)CC3)cnc2c1	2	-1	10	-1	13	1.7	1.9	-2	18
Cn1c(=O)c2c(ncn2CC(=O)N/N=C/c2ccc(Br)s2)n(C)c1=O	-22	6	30	-3	12	0.0	1.3	-4	3
Cc1cc(=O)oc2cc(OCC(=O)OC(C)C(=O)NC3CCCC3)ccc12 (stereo not given)	-1	14	0	-2	4	-0.8	-0.3	17	-11
CCOC(=O)CNC(=O)c1sc2ncnc(N3CCc4ccccc4C3)c2c1C	-15	11	11	1	24	-0.5	-10	-2	15
CCCCCCC(=O)Oc1ccc(N2C(=O)CCC2=O)cc1	7	10	16	2	19	2.1	-1.1	0	14
CCOCCCNC(=O)C(c1ccc(C)cc1)N(Cc1cccs1)C(=O)c1ccccc1O (stereo not given)	-8	6	6	0	14	0.1	0.1	-3	14
COc1ccc(CC(NC(C)=O)C(=O)NC2CCN(c3nnnn3-c3ccccc3)CC2)cc1OC (stereo not given)	2	10	8	-1	-8	0.6	0.4	1	nt
CCCCC(CC)CNC(=O)CC1Nc2c3ccccc3nc(=S)n2C1=O (stereo not given)	-11	6	13	-4	11	0.0	0.6	-2	-2
CCN(CC(=O)O)S(=O)(=O)c1cc(Cl)ccc1Cl	-5	8	11	-1	23	-0.1	-0.4	3	-29
CCC(=O)OCCNc1nc(-c2ccccc2)nc2ccccc12	-10	10	17	1	22	4.4	2.4	-1	15
CC(C)C(c1nnnn1CCc1ccccc1)N1CCOCC1 (stereo not given)	-6	18	13	1	11	-0.4	-2.6	8	4

# Source: PubChem BioAssay (several laboratories)
